PG9 binder: PG9 antibody binding by small molecule; inhibition, % at 6.7 µM; 360,000 compounds, 0.43% hits; AID 624416; TR-FRET gp120-PG9 antibody binding; in the data active = inhibition above about 8.5%
hgDAF-12 ag: agonists of H. glycines DAF-12 nuclear receptor. HEK293 GAL4-hgDAF12 UAS-luciferase reporter, agonist luminescence; normalized to butyrate control. activation, % at 6.8 µM. 370,000 compounds, 1.8% hits. AID 687014;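 active = activation above a cutoff set at the mean of all screened compounds plus 3 SD, cut at about 10% in these data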;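 note: 0% = DMSO wells and 100% = sodium butyrate wells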
ssDAF-12 act: activators of S. stercoralis DAF-12 nuclear receptor | HEK293 ssDAF-12/GRIP1 lit1-tk-luc reporter, luminescence; % of 3 µM dafachronic acid response | activation, % at 6.8 µM | 370,000 compounds, 1% hits;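 active = activation above the mean over all tested compounds plus 3 SD, cut at about 0.9% in these data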;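 note: 0% = DMSO-only wells and 100% = 3 µM delta7-dafachronic acid wells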
ADAM10 inh: ADAM10 inhibition, QFRET primary screen. AID 720582. inhibition, % at 7 µM. 370,000 compounds, 0.62% hits. recombinant ADAM10, EDANS/DABCYL FRET peptide cleavage, 3 h;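 active = inhibition above a per-campaign cutoff equal to the mean of compounds falling between control-based bounds plus 3 SD, cut at about 20% in these data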;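 note: 0% = DMSO wells while the 100% control is not disclosed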
DAX1 inh-1: inhibits human nuclear receptor DAX1; P51843; AID 504766; HEK293 Gal4-DAX1 luciferase reporter, luminescence; inhibition, % at 6.75 µM; 340,000 compounds, 0.99% hits;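 active = inhibition above the mean over all tested compounds plus 3 SD, cut at about 4.2% in these data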;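 note: 0% = DAX1-transfected cells with DMSO and 100% = empty-vector control cells with DMSO; inhibition shows as a rise in luminescence from relieved DAX1 repression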
Target sequence (P51843 207-470 limits assumed): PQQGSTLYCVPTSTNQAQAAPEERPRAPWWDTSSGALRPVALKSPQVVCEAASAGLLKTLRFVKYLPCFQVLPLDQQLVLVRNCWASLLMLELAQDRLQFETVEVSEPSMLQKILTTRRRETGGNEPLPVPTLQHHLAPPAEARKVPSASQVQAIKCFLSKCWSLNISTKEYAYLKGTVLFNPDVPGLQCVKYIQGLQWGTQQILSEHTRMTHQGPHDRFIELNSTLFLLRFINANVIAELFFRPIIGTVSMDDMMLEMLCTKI
NPR1 activator: GC-A (human) enzyme activation; 370,000 compounds, 0.14% hits; P16066; activation, % at 10 µM; HEK293 GC-A cells, cGMP TR-FRET, EC30 ANP; 0% at EC30 ANP, 100% saturating ANP; in the data active = activation above about 40%
hcDAF12 agonist: H. contortus DAF-12 activation, primary screen; HEK293 hcDAF-12 lit1-tk-luc reporter, luminescence; 0% DMSO, 100% Δ7-dafachronic acid; activation, % at 6.8 µM; 370,000 compounds, 1.4% hits; AID 652067;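 active = activation above the mean of all tested compounds plus 3 SD, cut at about 5.5% in these data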;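 note: 100% = response to 3 µM Δ7-dafachronic acid high control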
FXN GAA850 act: increases GAA850 frataxin promoter reporter activity. AID 540364. HEK293 lucGAA850 FXN promoter luciferase reporter, 24 h; percent of 10 µM SAHA response. 360,000 compounds, 0.56% hits. activation, % at 6 µM;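 active = activation above the average of all compounds screened plus 3 SD, cutoff fixed separately per campaign, cut at about 7.5% in these data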;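 note: 0% = DMSO wells and 100% = 10 µM SAHA wells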
ADAM17 inh: inhibitors of human ADAM17 | recombinant ADAM17, EDANS/DABCYL FRET peptide cleavage | inhibition, % at 6.95 µM | 370,000 compounds, 0.83% hits;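 active = inhibition above the mean of compounds lying between control limits plus 3 SD, set per campaign, cut at about 8.5% in these data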;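 note: 0% = DMSO-only wells as the low control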
Target sequence (P78536 215-824 limits assumed): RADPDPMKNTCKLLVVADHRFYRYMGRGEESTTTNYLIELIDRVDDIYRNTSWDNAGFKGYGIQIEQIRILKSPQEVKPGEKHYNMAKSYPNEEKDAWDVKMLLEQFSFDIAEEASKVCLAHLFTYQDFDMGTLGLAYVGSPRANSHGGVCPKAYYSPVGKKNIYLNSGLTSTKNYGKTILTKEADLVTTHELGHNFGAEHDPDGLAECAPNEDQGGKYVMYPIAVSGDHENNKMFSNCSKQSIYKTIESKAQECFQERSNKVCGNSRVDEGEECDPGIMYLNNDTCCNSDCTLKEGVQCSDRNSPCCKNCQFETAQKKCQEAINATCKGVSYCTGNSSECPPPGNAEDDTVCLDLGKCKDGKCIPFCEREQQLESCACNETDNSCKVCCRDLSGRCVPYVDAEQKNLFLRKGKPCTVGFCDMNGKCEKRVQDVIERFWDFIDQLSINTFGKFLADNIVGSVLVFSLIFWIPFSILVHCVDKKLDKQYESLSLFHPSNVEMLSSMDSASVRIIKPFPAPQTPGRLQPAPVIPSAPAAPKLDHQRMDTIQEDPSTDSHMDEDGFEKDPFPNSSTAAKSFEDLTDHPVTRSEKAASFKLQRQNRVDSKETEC
SMARCA2 activ: increases SMARCA2 function in MMTV reporter cells; MG213 cells, MMTV-luciferase reporter, dexamethasone, overnight; activation, % at 9.1 µM; 370,000 compounds, 1% hits; AID 652017; in the data active = activation above about 7.8%;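 note: 0% = vehicle wells and 100% = reference activator wells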
DAX1 inh-2: DAX1 (NR0B1) inhibition, primary screen | HEK293T StAR-luciferase reporter, SF-1/DAX-1 repression relief | inhibition, % at 6.8 µM | 370,000 compounds, 1.1% hits | AID 652010;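 active = inhibition above the mean over all tested compounds plus 3 SD, cut at about 3.6% in these data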;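 note: 0% = DAX-1 cells with DMSO and 100% = cells lacking DAX-1 with DMSO; higher inhibition means more luminescence from relief of DAX-1 repression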
* hit, by the source's call; i = inactive; / = no result given.

[1] Cc1cc(C)nc(-n2nc(C)c3c(C(=O)O)cc(-c4cccc(Br)c4)nc32)n1
[2] CCc1ccc2nc3sc(C(=O)O)cc3cc2c1
[3] Cc1c(O)ccc(C(=O)COc2ccccc2F)c1O
[4] Cc1cccc(NC(=O)c2cc3c(s2)-c2c(C)cccc2OC3)n1
[5] COc1cc(C(=S)N2CCOCC2)cc(OC)c1OC(=O)c1ccc(C)cc1
[6] CSCCC1NC2(C(=O)Nc3c2ccc(Cl)c3C)[C@@H]2C(=O)N(C3CCCC3)C(=O)[C@H]12 (stereo not given in full)
[7] CC(=O)Nc1cc(C)ns1
[8] CN(C)S(=O)(=O)c1cccc(C(=O)OCC(=O)NC2CCCc3ccccc32)c1 (stereo not given)
screen / no. | 1 | 2 | 3 | 4 | 5 | 6 | 7 | 8
PG9 binder | 0.2 | -0.2 | 2.4 | 2.8 | -0.7 | -1.2 | 1.8 | -1.1
hgDAF-12 ag | -0.3 | 6.8 | 3.7 | 2.4 | 1.7 | 2.1 | 4.2 | 2.0
ssDAF-12 act | -1.7 | -0.9 | -0.7 | -2.0 | -1.9 | -0.8 | -1.1 | -1.4
ADAM10 inh | -43 | -27 | 22* | -104 | 12 | 1 | -16 | -7
DAX1 inh-1 | -0.2 | 0.2 | -0.7 | 0.4 | -1.5 | 2.2 | 4.3* | -0.6
NPR1 activator | 5 | 1 | 1 | 0 | -3 | 3 | -5 | -4
hcDAF12 agonist | -0.4 | 6.1* | 5.3 | -2.0 | -1.7 | 1.3 | -1.2 | -0.7
FXN GAA850 act | 2.1 | 6.0 | 5.7 | 5.8 | 3.6 | -0.9 | -0.3 | 1.7
ADAM17 inh | -24 | -11 | 12* | -32 | 6 | -1 | -1 | -3
SMARCA2 activ | 1 | 6 | 0 | -1 | -1 | -2 | -4 | -1
DAX1 inh-2 | -0.1 | 2.5 | 2.6 | 0.4 | -0.5 | 0.4 | 0.5 | 0.4

[9] COc1ccc(CCNC(=O)c2ccc(N(C)S(=O)(=O)c3ccc(C)cc3)cc2)cc1
[10] COc1cc(OC)c(C2=NOC(C(=O)NCc3cccs3)C2)cc1Cl (stereo not given)
[11] CCOc1ccc(C(=O)N(Cc2ccccc2)c2cccc(C)c2)cc1OC
[12] Cc1[nH]ncc1Nc1c(C(C)C)cccc1C(C)C
[13] CCC1CCC/C1=N\NC(=O)c1ccccc1C (stereo not given)
[14] O=C(C[C@H]1C/C=C\CC[C@H](Cc2ccc(F)cc2)C(=O)OC[C@H]2CCCN2C1=O)N[C@H](CO)Cc1ccccc1
[15] CC(=O)C1=C(O)C(=O)N(Cc2ccccc2)C1c1ccc(Cl)cc1 (stereo not given)
[16] CCCCCOC(=O)Nc1ccc(S(=O)(=O)Nn2cnnc2)cc1
screen / no. | 9 | 10 | 11 | 12 | 13 | 14 | 15 | 16
PG9 binder | 0.3 | -1.4 | -1.5 | 2.3 | -2.9 | 1.2 | -1.3 | -0.2
hgDAF-12 ag | -2.6 | 1.2 | -3.1 | -4.6 | 4.6 | 3.3 | 0.1 | 1.7
ssDAF-12 act | -1.2 | -1.3 | -1.7 | -0.4 | 0.1 | -1.4 | -0.5 | -0.6
ADAM10 inh | 0 | -7 | 4 | -10 | 6 | -3 | 5 | -3
DAX1 inh-1 | -0.5 | -3.0 | 0.3 | / | 5.3* | -1.3 | 1.5 | 0.5
NPR1 activator | -9 | -5 | -6 | -3 | 4 | 0 | -2 | 1
hcDAF12 agonist | -2.3 | -2.2 | -2.9 | 0.4 | 2.4 | 0.5 | -1.2 | 0.1
FXN GAA850 act | 0.0 | -5.1 | -0.8 | / | 2.1 | -3.0 | 1.4 | 1.8
ADAM17 inh | 3 | -4 | -1 | 1 | 8 | 1 | 2 | -3
SMARCA2 activ | -4 | 0 | -3 | -4 | -2 | 5 | 2 | 0
DAX1 inh-2 | -0.6 | -4.0 | -1.4 | 1.0 | 0.2 | -1.4 | 0.1 | 0.1

Continued (four carried over from the part before).
[13] CCC1CCC/C1=N\NC(=O)c1ccccc1C (stereo not given)
[14] O=C(C[C@H]1C/C=C\CC[C@H](Cc2ccc(F)cc2)C(=O)OC[C@H]2CCCN2C1=O)N[C@H](CO)Cc1ccccc1
[15] CC(=O)C1=C(O)C(=O)N(Cc2ccccc2)C1c1ccc(Cl)cc1 (stereo not given)
[16] CCCCCOC(=O)Nc1ccc(S(=O)(=O)Nn2cnnc2)cc1
[17] CCOC(=O)c1ccc(S(=O)(=O)N2CCN(CCc3ccncc3)CC2)cc1
[18] CCOC(=O)c1nc(N/N=C/c2ccccc2)sc1Br
[19] CCOC(=O)C1=C(c2ccccc2)NC(=O)NC1c1cc(OC)c(O)c([N+](=O)[O-])c1 (stereo not given)
[20] Cc1ccccc1S(=O)(=O)NC(=O)C1(C)CCN1C(=O)CC1CCCC1 (stereo not given)
[21] COC(=O)Cc1c(C)nc2nc(-c3ccc(C)cc3)[nH]n2c1=O
[22] O=c1oc2ccccc2n1CSc1nc2ccccc2s1
[23] CCCCOc1ccc(C(=O)OC(C)CN(C)C)cc1 (stereo not given)
[24] N#C/C(=C\c1ccccc1)C(=O)NC(=O)Oc1ccccc1
screen / no. | 13 | 14 | 15 | 16 | 17 | 18 | 19 | 20 | 21 | 22 | 23 | 24
PG9 binder | -2.9 | 1.2 | -1.3 | -0.2 | -0.7 | 0.3 | -3.9 | 0.4 | 2.5 | -0.5 | -1.1 | 1.7
hgDAF-12 ag | 4.6 | 3.3 | 0.1 | 1.7 | -3.5 | 0.7 | -0.6 | -0.1 | -0.7 | 11* | -0.5 | -0.9
ssDAF-12 act | 0.1 | -1.4 | -0.5 | -0.6 | -1.1 | -1.4 | -1.6 | -0.1 | -1.0 | 0.1 | -1.6 | -1.8
ADAM10 inh | 6 | -3 | 5 | -3 | -13 | 4 | 0 | -8 | 4 | 4 | -6 | -1
DAX1 inh-1 | 5.3* | -1.3 | 1.5 | 0.5 | 0.1 | 2.7 | -0.7 | / | -0.1 | 1.5 | 0.7 | -0.4
NPR1 activator | 4 | 0 | -2 | 1 | 2 | -4 | 1 | -3 | 4 | -17 | -1 | -2
hcDAF12 agonist | 2.4 | 0.5 | -1.2 | 0.1 | -1.4 | -1.7 | -2.0 | -0.8 | 1.0 | 3.5 | -0.4 | -1.0
FXN GAA850 act | 2.1 | -3.0 | 1.4 | 1.8 | -1.6 | 1.3 | -1.3 | 2.6 | -1.0 | 3.2 | -0.1 | -3.1
ADAM17 inh | 8 | 1 | 2 | -3 | -2 | 1 | -4 | -4 | 2 | -2 | 1 | -5
SMARCA2 activ | -2 | 5 | 2 | 0 | -2 | -2 | -2 | -3 | 1 | 5 | 2 | -4
DAX1 inh-2 | 0.2 | -1.4 | 0.1 | 0.1 | -2.7 | -0.1 | -0.2 | -0.3 | 0.5 | 3.2 | -0.2 | 0.1

[25] O=C(Nc1ccncc1)c1cccc(S(=O)(=O)N2CCOCC2)c1
[26] CCN(CC)CCCN1C(=O)C(O)=C(C(=O)c2cc3cccc(OC)c3o2)C1c1ccncc1 (stereo not given)
[27] COc1ccccc1NC(=O)Cn1nnc(-c2ccccc2NC(=O)c2cccs2)n1
[28] Cc1n[nH]c(=O)c2c(NC(=O)CSc3nnnn3-c3ccccc3)oc(C)c12
[29] OC(COc1ccc2cc(Br)ccc2c1)CN1CCN(c2ccccn2)CC1 (stereo not given)
[30] CCOc1ccc(Br)cc1C(=O)N/N=C/c1c[nH]c2ccccc12
[31] C/C(=N\Nc1ccc(C#N)cc1[N+](=O)[O-])c1ccc(O)cc1
[32] O=C(CN1CCN(c2ccc(O)cc2)CC1)NCC(=O)Nc1ccc(F)c(F)c1F
screen / no. | 25 | 26 | 27 | 28 | 29 | 30 | 31 | 32
PG9 binder | -0.9 | 15* | -1.6 | 0.1 | 3.8 | -3.1 | -2.9 | 1.9
hgDAF-12 ag | -0.4 | -1.8 | 0.0 | 1.5 | -1.4 | 1.7 | 0.0 | -1.5
ssDAF-12 act | -0.3 | -1.9 | -0.9 | -1.2 | -1.3 | -0.9 | -1.4 | -1.5
ADAM10 inh | -8 | -4 | 3 | -9 | 13 | -31 | -9 | -11
DAX1 inh-1 | 0.1 | 0.3 | 2.1 | 2.6 | -1.2 | 2.9 | 1.2 | 0.2
NPR1 activator | -6 | 8 | -4 | 0 | 1 | -7 | -6 | 1
hcDAF12 agonist | -0.2 | -0.1 | -1.2 | -1.1 | -1.2 | -0.3 | 0.9 | -2.2
FXN GAA850 act | 0.3 | 0.0 | -0.7 | -0.1 | 0.2 | 1.3 | -0.3 | 0.7
ADAM17 inh | 1 | -1 | 3 | -6 | 2 | -11 | 0 | -1
SMARCA2 activ | -2 | 3 | 1 | -1 | -2 | -4 | -4 | -3
DAX1 inh-2 | -1.3 | 0.1 | 0.7 | 0.2 | -0.7 | -0.1 | 0.8 | -1.8

[33] O=C(c1ccoc1)N1CCN(c2cc(-c3ccccc3)nc3cc(-c4ccccc4)nn23)CC1
[34] Cc1ccnc(N2C(=O)c3ccccc3C2=O)c1
[35] C=C(C)C(=O)Nc1ccc2nn(-c3ccccc3O)nc2c1
[36] COC(=O)Cc1c(C)c2ccc(OC(C)C)cc2oc1=O
[37] CCCOC(=O)Nc1sc2c(c1C(N)=O)CCCC2
[38] CNC(=O)Cn1c(C)cc(=O)c2cccc(C)c21
[39] Cc1ccc(C(=O)O)cc1S(=O)(=O)N1CCOCC1
[40] COc1ccccc1NC(=O)CCC(=O)c1ccc(-c2ccccc2)cc1
screen / no. | 33 | 34 | 35 | 36 | 37 | 38 | 39 | 40
PG9 binder | 0.7 | -2.0 | -1.3 | -0.2 | -0.2 | -2.3 | 2.1 | -0.9
hgDAF-12 ag | 1.7 | 2.6 | 20* | 10 | 1.2 | -1.6 | 0.1 | 1.6
ssDAF-12 act | -1.5 | -0.8 | 1.6* | 0.2 | -1.0 | -1.7 | -1.5 | -0.6
ADAM10 inh | -202 | -12 | -12 | i | -6 | -5 | -5 | 12
DAX1 inh-1 | -0.2 | -0.1 | 2.2 | 2.9 | 0.8 | / | -1.0 | -1.0
NPR1 activator | -5 | 3 | 4 | 5 | -2 | 1 | -2 | 2
hcDAF12 agonist | 2.6 | 1.6 | 8.0* | 0.4 | 0.6 | -0.4 | -2.0 | 0.5
FXN GAA850 act | 0.0 | 2.0 | 4.4 | 2.9 | 1.0 | 2.6 | 0.0 | 2.0
ADAM17 inh | -43 | -3 | 0 | -324 | -4 | -3 | 1 | 7
SMARCA2 activ | -5 | -2 | 1 | -2 | -2 | 0 | -2 | -2
DAX1 inh-2 | -5.7 | 0.1 | 7.9* | 1.7 | 1.8 | 0.3 | -1.1 | -0.4

2 of the compounds above, with values under each structure:
Each structure is followed by: PG9 binder, hgDAF-12 ag, ssDAF-12 act, ADAM10 inh, DAX1 inh-1, NPR1 activator, hcDAF12 agonist, FXN GAA850 act, ADAM17 inh, SMARCA2 activ, DAX1 inh-2
33	O=C(c1ccoc1)N1CCN(c2cc(-c3ccccc3)nc3cc(-c4ccccc4)nn23)CC1
  0.7, 1.7, -1.5, -202, -0.2, -5, 2.6, 0.0, -43, -5, -5.7
34	Cc1ccnc(N2C(=O)c3ccccc3C2=O)c1
  -2.0, 2.6, -0.8, -12, -0.1, 3, 1.6, 2.0, -3, -2, 0.1

Screens (PubChem)
